Screening results (PubChem)
STK33 inh: inhibitors of purified STK33 kinase, primary screen, biochemical, ADP-Glo luminescence, homogeneous, cell-free. Serine/threonine-protein kinase 33 (Homo sapiens), Q9BYT3. MBP phosphorylation. inhibition, % at 10 µM. 0.073% of 320,000 active. AID 2661, 2010;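 active = inhibition at or above 25%, using the most active replicate where run in duplicate; inactive = inhibition below 25%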
Target sequence (Q9BYT3 whole entry, looked up): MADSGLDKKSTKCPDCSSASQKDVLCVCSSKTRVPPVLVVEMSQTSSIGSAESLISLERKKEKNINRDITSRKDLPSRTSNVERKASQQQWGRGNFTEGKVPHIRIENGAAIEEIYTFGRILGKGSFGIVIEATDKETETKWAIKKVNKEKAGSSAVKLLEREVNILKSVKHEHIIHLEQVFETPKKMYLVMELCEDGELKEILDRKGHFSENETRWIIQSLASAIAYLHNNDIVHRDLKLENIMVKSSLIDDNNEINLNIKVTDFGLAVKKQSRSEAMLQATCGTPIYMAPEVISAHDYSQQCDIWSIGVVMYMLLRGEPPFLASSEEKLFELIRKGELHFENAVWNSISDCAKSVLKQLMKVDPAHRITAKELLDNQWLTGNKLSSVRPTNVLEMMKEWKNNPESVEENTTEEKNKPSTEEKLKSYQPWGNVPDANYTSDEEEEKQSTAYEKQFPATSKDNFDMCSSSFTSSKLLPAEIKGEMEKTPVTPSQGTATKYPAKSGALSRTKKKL
OX1R antag: antagonists of human orexin 1 receptor (OX1R) | Orexin/Hypocretin receptor type 1 (Homo sapiens), O43613 | AID 485270, 2010 | OX1R-expressing cells, FRET antagonist read-out | 1.8% of 330,000 active | inhibition, % at 6.6 µM; in the data active = inhibition mostly above about 38%, no sharp cut-off; inactive = mostly below about 40%;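 also: 0% = agonist challenge alone and 100% = reference antagonist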
Target sequence (O43613 whole entry, looked up): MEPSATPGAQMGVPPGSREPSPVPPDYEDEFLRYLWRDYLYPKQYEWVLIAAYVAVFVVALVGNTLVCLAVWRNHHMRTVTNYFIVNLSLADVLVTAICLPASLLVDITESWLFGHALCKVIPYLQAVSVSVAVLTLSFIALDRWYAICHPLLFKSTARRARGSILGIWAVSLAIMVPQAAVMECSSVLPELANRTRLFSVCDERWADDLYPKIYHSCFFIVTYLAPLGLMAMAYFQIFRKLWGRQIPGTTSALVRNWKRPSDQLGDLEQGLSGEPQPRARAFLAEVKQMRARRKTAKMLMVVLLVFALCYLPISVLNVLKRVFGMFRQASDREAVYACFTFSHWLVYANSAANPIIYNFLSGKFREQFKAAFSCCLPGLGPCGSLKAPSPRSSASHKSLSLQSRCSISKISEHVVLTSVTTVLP
* hit, by the source's call; nt = no result given.

no. | SMILES | STK33 inh | OX1R antag
1 | Cc1ccc(N2C(=O)CCSC23C(=O)Nc2ccccc23)cc1 (stereo unspecified) | -1.3 | 10
2 | CCCCc1c(O)nc(SC2CC(=O)N(c3ccc(C(=O)OCC)cc3)C2=O)[nH]c1=O (stereo unspecified) | nt | 2
3 | O=C(c1ccccc1)C(Sc1ncn[nH]1)c1ccccc1 (stereo unspecified) | 1.0 | 12
4 | CC(=O)N(CCC(c1ccco1)C(C)C)Cc1ccc(Cl)cc1 (stereo unspecified) | 0.8 | 10
5 | Cc1cc(C(=O)CN2CCCC2)c(C)n1-c1ccc(Cl)cc1 | 0.2 | 21
6 | COc1ccc(-c2nc(-c3ccc(NC(=O)c4ccncc4)cc3)no2)cc1OC | -0.1 | 60*
7 | Cc1cc(C)n(-c2nc(C(=O)O)cs2)n1 | 0.7 | 11
8 | Cc1ccc(Sc2ncccc2C(=O)O)c(C)c1 | -1.2 | 9
9 | Cc1cccc(NC(=O)CSc2cccc[n+]2[O-])c1C | 0.0 | 3
10 | Cc1ccc(C2C(C#N)=C(N)Oc3cc(C)oc(=O)c32)o1 (stereo unspecified) | -4.2 | 8
11 | O=C(NC(=S)NCc1ccccc1)c1cccc(Cl)c1 | -0.1 | -7
12 | COc1ccc(NC(=S)NC(=O)/C=C/c2ccc(F)cc2)cc1 | 0.0 | nt
13 | CC1CCC(C(C)C)C(OC(=O)Cn2nnc3c(cnn3-c3ccccc3)c2=O)C1 (stereo unspecified) | -0.3 | 18
14 | COc1cccc(C(=O)C2CCCN(C(=O)c3ccc(C#CC(C)(C)O)cc3)C2)c1 (stereo unspecified) | 1.0 | 14
15 | O=C(N/N=C/c1cnc(N2CCOCC2)s1)c1ccccc1 | nt | 41
16 | NS(=O)(=O)c1ccc(CCNC(=O)c2nc(CS(=O)(=O)c3ccc(Cl)cc3)no2)cc1 | 0.4 | 8
17 | COc1ccc(Nc2c3c(c(C#N)c4nc5ccccc5n24)CCC3)cc1 | -1.3 | 10
18 | CN1CCN(C(=S)Nc2ccc(S(N)(=O)=O)cc2)CC1 | -1.6 | 17
19 | Cc1ccc(C(=O)NCCOc2ccc(Cl)cc2)cc1 | -0.5 | 4
20 | CCOc1ccc(C(=O)CCC(=O)NC2=NCCS2)cc1 | -0.2 | 14
21 | CCOCCCNC(=O)C(NC(=O)c1ccc2c(c1)OCO2)c1ccccc1 (stereo unspecified) | -3.1 | 2
22 | N#Cc1ccc(-c2ccc(F)cc2)nc1SCC(=O)Nc1sc2c(c1C#N)CCC2 | -2.3 | 32
23 | CN1CCC(=O)N(CCOc2ccccc2)CC1 | 4.0 | 3
24 | COc1ccc(NC(=O)CC23CC4CC(CC(Br)(C4)C2)C3)c(OC)c1 | -0.8 | 14

Part of the list above, with values ahead of the structure:
entry | STK33 inh | OX1R antag | smiles
15 | nt | 41 | O=C(N/N=C/c1cnc(N2CCOCC2)s1)c1ccccc1
16 | 0.4 | 8 | NS(=O)(=O)c1ccc(CCNC(=O)c2nc(CS(=O)(=O)c3ccc(Cl)cc3)no2)cc1
17 | -1.3 | 10 | COc1ccc(Nc2c3c(c(C#N)c4nc5ccccc5n24)CCC3)cc1
18 | -1.6 | 17 | CN1CCN(C(=S)Nc2ccc(S(N)(=O)=O)cc2)CC1
19 | -0.5 | 4 | Cc1ccc(C(=O)NCCOc2ccc(Cl)cc2)cc1
20 | -0.2 | 14 | CCOc1ccc(C(=O)CCC(=O)NC2=NCCS2)cc1

Further structures.
no. | SMILES | STK33 inh | OX1R antag
25 | O=C(NCCN1CCOCC1)c1ccc2c(c1)N(Cc1ccccc1F)C(=O)c1ccccc1S2(=O)=O | nt | 14
26 | Cc1cc(OCC(=O)Nc2ccc(CCO)cc2)c2c(C)c(C)c(=O)oc2c1 | 0.8 | 9
27 | NC(N)=NS(=O)(=O)c1ccc(N=C2C(=O)Nc3ccccc32)cc1 | -0.2 | 3
28 | CCS(=O)(=O)N1CCC(C(=O)Nc2cccc(F)c2)CC1 | 1.8 | 8
29 | CCOc1ccc(CNC(=O)CS(=O)(=O)Cc2nc(-c3ccc(OC)cc3)oc2C)cc1 | -2.1 | 2
30 | COc1ccc(C(=O)c2ccccc2)cc1Br | 0.2 | 15
31 | C=CCNc1nc(N)c(C(=C(C#N)C#N)c2ccc(Br)cc2)s1 | 0.1 | 12
32 | O=C(CCc1ccc(O)c(O)c1)N/N=C/c1cc2c(cc1[N+](=O)[O-])OCO2 | 4.3 | nt
33 | NS(=O)(=O)c1ccc(NC(=S)N2CCN(c3ccccc3)CC2)cc1 | -0.7 | 4
34 | Cc1[nH]c2ccccc2c1C(=O)C(=O)NCCc1ccc(S(N)(=O)=O)cc1 | -0.8 | 9
35 | O=C(O)CCc1nn2c3ccccc3n(CC(=O)c3cccs3)c2nc1=O | 0.7 | 15
36 | COc1ccc(CNC2CCCc3ccccc32)cc1OC (stereo unspecified) | -2.2 | 5
37 | COc1ccc(O)c(/C=N/NC(=O)CCC(=O)Nc2cccc(C)c2)c1 | 0.4 | 14
38 | Cc1csc(Nc2nc(N)c(C(=O)Nc3cc(Cl)ccc3F)o2)n1 | -0.1 | 2
39 | O=C(Nc1cccc([N+](=O)[O-])c1)c1ccccc1 | 0.8 | 16
40 | COc1ccc(C(C[N+](=O)[O-])C2(c3ccc(OC)c(OC)c3)C(=O)c3ccccc3C2=O)cc1 (stereo unspecified) | -0.9 | 30
41 | O=C(NCc1ccco1)c1cc(=O)c2ccccc2o1 | -0.3 | 18
42 | Cc1cccnc1NC(=O)c1ccc(OCC2CCCO2)cc1 (stereo unspecified) | 0.4 | -5
43 | CCOC(=O)c1cc(-c2nnc(-c3cc(OC)c(OC)c(OC)c3)o2)c(C)nc1C | -0.3 | 21
44 | Cc1ccc(S(=O)(=O)N2CCC(C(=O)OCCOc3cccc(C)c3)CC2)cc1 | -1.0 | 14
45 | Cc1nn(CC(=O)Nc2ccccc2C(F)(F)F)c(=O)c2cccn12 | 0.9 | 8
46 | O=C1COc2ccc(C(=O)COC(=O)c3ccc(Cl)cc3[N+](=O)[O-])cc2N1 | nt | 20
47 | COC(=O)c1ccc(NC(=O)N2CCOCC2)cc1 | 8.7 | 19
48 | Cc1ccccc1NC(=O)CSc1n[nH]c(-c2ccco2)n1 | -2.1 | 4
49 | Cc1c(CC(=O)O)c(=O)oc2c(C)c(OCc3nn[nH]n3)ccc12 | -0.8 | 14
50 | O=C(CN1C(=O)c2ccccc2S1(=O)=O)Nc1ccon1 | -0.6 | 11
51 | O=C(CN1CCN(c2ccccn2)CC1)Nc1ccc(Oc2ccccc2)cc1 | -1.5 | -11
52 | Cc1ccnc(SCCn2c(Br)nc3c2c(=O)[nH]c(=O)n3C)n1 | -1.0 | 11
53 | COc1cccc(CN(C)CC(=O)Nc2ccccc2N2CCOCC2)c1OC | -1.6 | 8
54 | COC(=S)N/C(=N\S(=O)(=O)c1ccc(Cl)cc1)c1ccccc1 | -0.2 | 10
55 | Nc1nc(COC(=O)c2ccc3c(c2)OCCO3)nc(Nc2ccccc2)n1 | 4.0 | 5
56 | CCOc1cc(C(=O)Nc2ccc(S(=O)(=O)Nc3cnc4ccccc4n3)cc2)cc(OCC)c1OCC | -3.3 | 20
57 | CC1=C(C)CC(C(=O)N2CCN(Cc3ccccc3)CC2)C(C(=O)O)C1 (stereo unspecified) | 0.0 | 13
58 | COc1cc(Nc2c3c(nc4ccccc24)CCC3)cc(OC)c1OC | 0.4 | -3
59 | Cc1ccc2c(c1)C(O)(C1COC(C)(C)CC1=O)C(=O)N2C (stereo unspecified) | -2.5 | 30
60 | Cc1ccccc1S(=O)(=O)Cc1ccc(C(=O)NCc2cccnc2)o1 | -0.1 | 9
61 | COc1ccc(OC)c(S(=O)(=O)n2cnc3ccccc32)c1 | -2.0 | 28
62 | CCOC(=O)C1(CCCc2ccccc2)CCN(Cc2ccn[nH]2)CC1 | -0.7 | 15
63 | Cc1c(C(=O)NCCSCc2ccccc2)cccc1[N+](=O)[O-] | -1.5 | 9
64 | Cc1ccc2nc(NC(=O)c3ccco3)sc2c1 | 14 | 39
65 | CCCc1nn2c(=O)c(C(c3cccc(Cl)c3)c3c(O)nc4sc(CCC)nn4c3=O)c(O)nc2s1 | 0.3 | 5
66 | O=C(Cn1nnc(-c2cccs2)n1)NCc1ccco1 | -2.2 | 4
67 | Cc1ccccc1-c1nc(CS(=O)(=O)CC(=O)N2CCN(C)CC2)c(C)o1 | 0.3 | 11
68 | COc1ccc(OC(=O)c2ccncc2)cc1 | 0.9 | 23
69 | CCOC(=O)C1CCCN(S(=O)(=O)c2ccc3c(c2)N(C(C)=O)CCO3)C1 (stereo unspecified) | -2.2 | 15
70 | CC1CCCN(C(=S)NC2CCCC2)C1 (stereo unspecified) | -0.2 | 24
71 | OC(CNC1CCCC1)COc1ccc(F)cc1 (stereo unspecified) | 0.2 | nt
72 | O=C(N/N=C/c1ccc(O)cc1O)C(=O)N/N=C/c1ccc(O)cc1O | -2.3 | 70*

Compound profiles, from the list above.
`Cc1ccccc1S(=O)(=O)Cc1ccc(C(=O)NCc2cccnc2)o1` as listed: STK33 inh = -0.1; OX1R antag = 9
`COc1ccc(Nc2c3c(c(C#N)c4nc5ccccc5n24)CCC3)cc1` as listed: STK33 inh = -1.3; OX1R antag = 10

Carrying on:
no. | SMILES | STK33 inh | OX1R antag
73 | Cc1ccc(C(CNC(=O)c2ccc(Br)o2)N2CCN(C)CC2)cc1 (stereo unspecified) | -0.5 | 9
74 | COc1ccc(/C=N/NC(=O)Cn2cnc3ccccc3c2=O)cc1OC | -0.6 | 17
75 | Cc1nn(CC(N)=O)c(=O)c2ccccc12 | 2.2 | 10
76 | O=C(COC(=O)C1CCN(S(=O)(=O)c2ccc3c(c2)OCCO3)CC1)NC1CCS(=O)(=O)C1 (stereo unspecified) | -1.3 | 7
77 | CN(C(=O)CSc1nncn1C)C1CCCN(Cc2ccccc2F)C1 (stereo unspecified) | -1.5 | 5
78 | COc1cccc(C2(O)CCN(C(=O)c3cccs3)CC2)c1 | -0.5 | 8
79 | COc1ccc(-n2c(COc3ccc(C)cc3)nnc2SCc2ccc(C#N)cc2)cc1 | 0.0 | 10
80 | O=c1c2sccc2nc(SCc2cc(=O)n3cc(Cl)ccc3n2)n1-c1ccc(F)cc1 | -0.2 | 14
81 | COc1ccc(CNc2nc3ccccc3n2CCN2CCCCC2)cc1 | -1.0 | 10
82 | CSCCC(NC(=O)c1ccccc1Br)C(=O)N1CCCCCCC1 (stereo unspecified) | 0.0 | 13
83 | CCc1ccc(NC(=O)C2CCCN2C(=O)NC2CCCCC2)cc1 (stereo unspecified) | -1.1 | 22
84 | Cc1cc(N2CCOCC2)nc(NCc2ccccc2)n1 | -2.8 | 14
85 | O=C(NCCN1CCN(c2ccccc2)CC1)Nc1ccc(Cl)cc1 | -1.5 | -2
86 | COc1ccccc1N1CCN(/N=C/c2cccc(OC)c2O)CC1 | 1.8 | 13
87 | Cc1ccc(C=Nc2cc([N+](=O)[O-])ccc2C)s1 | 0.0 | 17
88 | COc1ccc2oc(C(=O)OCC(=O)N(C)C3CCS(=O)(=O)C3)c(C)c2c1 (stereo unspecified) | -0.3 | 7
89 | COc1ccc(OC)c(C2=NS(=O)(=O)N(C)C(C(=O)NCc3ccco3)=C2)c1 | 1.7 | 7
90 | Cn1c(=O)c2c(ncn2CC(=O)Nc2nc3ccc(F)cc3s2)n(C)c1=O | 1.9 | 5
91 | CC(C)[C@H](NC(=O)c1ccccc1)C(=O)OCC(=O)N1CC2(C)CC1CC(C)(C)C2 (stereo partly specified) | -1.1 | 4
92 | Cc1cc2cc(CCNC(=O)c3ccc(C)c([N+](=O)[O-])c3)c(=O)[nH]c2cc1C | -0.7 | 34
93 | COCCN(CC1CCCN(C2Cc3ccccc3C2)C1)C(=O)CCSC (stereo unspecified) | -2.6 | 8
94 | COc1ccc(-c2nnn(CC(=O)N(C3CCCC3)C(C)C(=O)NC3CCCC3)n2)cc1OC (stereo unspecified) | -1.5 | 19
95 | Cn1c2c(c3ccccc31)CCN=C2c1ccccc1 | 0.6 | 34
